C8 TRAIL sens – sensitizes caspase-8 expressing cells to TRAIL | 360,000 tested, 1% active | inhibition (viability loss, TRAIL sensitization), % at 10 µM | AID 624354 | NB7+C8 cells + TRAIL, ATPlite viability luminescence;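 active = compounds causing at least 50% loss of cell viability in the single-dose screen, relative to plate controls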
COUP-TFII inh – inhibitors of human COUP-TFII (NR2F2). P24468. HEK293T NGFI-A luciferase reporter, luminescence. inhibition, % at 8.6 µM. 370,000 tested, 0.7% active;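 active = inhibition above a per-plate cutoff, mean inhibition of test wells between control levels plus 3 SD, cut at about 38% in these data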;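 note: cells cotransfected with COUP-TFII expression vector driving the NGFI-A reporter; 0% = median of COUP-TF2 test wells and 100% = reporter-only cells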
SRC1 inh – human NCOA1 inhibition. Q15788. HEK293 GAL4-SRC1 luciferase reporter, luminescence. inhibition, % at 3.6 µM. 360,000 tested, 0.12% active. AID 588354;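 active = inhibition above the campaign mean plus 3 SD, with each screening campaign given its own cutoff, cut at about 60% in these data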;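 note: 0% = DMSO treated cells and 100% = gossypol at 36 µM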
TROY NFkB inh – TROY signaling inhibition; Q293 LMP1-TROYcd NF-kB luciferase reporter, 4 h; inhibition, % at 10 µM; 360,000 tested, 0.98% active;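 active = compounds whose plate-normalised and pattern-corrected inhibition of the luciferase reporter signal at the single screening dose is 50% or more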
CF NFkB block – blocks PAF-induced NF-kB reporter in cystic fibrosis cells | 360,000 tested, 0.86% active | inhibition, % at 5 µM | KKLEB NF-kB-GFP reporter, GFP fluorescence overnight;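 active = at least 50% inhibition at 5 µM, scaled per plate between neutral and stimulator controls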;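 note: PAF is a Pseudomonas aeruginosa culture filtrate used as stimulus; plate controls were PAF-stimulated DMSO wells for no effect and unstimulated DMSO wells for full effect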
LMP1 NFkB inh – inhibitors of Epstein-Barr LMP1-induced NF-kappaB reporter | LMP1-induced NF-kappaB luciferase reporter cells, luminescence | 350,000 tested, 0.69% active | AID 504558 | inhibition, % at 12.5 µM; in the data active = inhibition above about 41%; inconclusive = no clear call, values can overlap the other calls;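 note: 0% = neutral control wells and 100% = reference inhibitor control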
SRC3 inh – inhibitors of human steroid receptor coactivator 3 (SRC3); AID 588352; inhibition, % at 3.6 µM; HEK293 GAL4-SRC3 luciferase reporter, luminescence; 360,000 tested, 0.17% active;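 active = inhibition above a per-campaign cutoff, the mean of all compounds plus 3 SD, cut at about 60% in these data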;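 note: 0% = DMSO-treated cells and 100% = gossypol-treated cells at 36 µM; higher means less SRC3-driven luciferase light from the GAL4 reporter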
Target sequence (Q9Y6Q9 whole entry, looked up, the tested form may be a part): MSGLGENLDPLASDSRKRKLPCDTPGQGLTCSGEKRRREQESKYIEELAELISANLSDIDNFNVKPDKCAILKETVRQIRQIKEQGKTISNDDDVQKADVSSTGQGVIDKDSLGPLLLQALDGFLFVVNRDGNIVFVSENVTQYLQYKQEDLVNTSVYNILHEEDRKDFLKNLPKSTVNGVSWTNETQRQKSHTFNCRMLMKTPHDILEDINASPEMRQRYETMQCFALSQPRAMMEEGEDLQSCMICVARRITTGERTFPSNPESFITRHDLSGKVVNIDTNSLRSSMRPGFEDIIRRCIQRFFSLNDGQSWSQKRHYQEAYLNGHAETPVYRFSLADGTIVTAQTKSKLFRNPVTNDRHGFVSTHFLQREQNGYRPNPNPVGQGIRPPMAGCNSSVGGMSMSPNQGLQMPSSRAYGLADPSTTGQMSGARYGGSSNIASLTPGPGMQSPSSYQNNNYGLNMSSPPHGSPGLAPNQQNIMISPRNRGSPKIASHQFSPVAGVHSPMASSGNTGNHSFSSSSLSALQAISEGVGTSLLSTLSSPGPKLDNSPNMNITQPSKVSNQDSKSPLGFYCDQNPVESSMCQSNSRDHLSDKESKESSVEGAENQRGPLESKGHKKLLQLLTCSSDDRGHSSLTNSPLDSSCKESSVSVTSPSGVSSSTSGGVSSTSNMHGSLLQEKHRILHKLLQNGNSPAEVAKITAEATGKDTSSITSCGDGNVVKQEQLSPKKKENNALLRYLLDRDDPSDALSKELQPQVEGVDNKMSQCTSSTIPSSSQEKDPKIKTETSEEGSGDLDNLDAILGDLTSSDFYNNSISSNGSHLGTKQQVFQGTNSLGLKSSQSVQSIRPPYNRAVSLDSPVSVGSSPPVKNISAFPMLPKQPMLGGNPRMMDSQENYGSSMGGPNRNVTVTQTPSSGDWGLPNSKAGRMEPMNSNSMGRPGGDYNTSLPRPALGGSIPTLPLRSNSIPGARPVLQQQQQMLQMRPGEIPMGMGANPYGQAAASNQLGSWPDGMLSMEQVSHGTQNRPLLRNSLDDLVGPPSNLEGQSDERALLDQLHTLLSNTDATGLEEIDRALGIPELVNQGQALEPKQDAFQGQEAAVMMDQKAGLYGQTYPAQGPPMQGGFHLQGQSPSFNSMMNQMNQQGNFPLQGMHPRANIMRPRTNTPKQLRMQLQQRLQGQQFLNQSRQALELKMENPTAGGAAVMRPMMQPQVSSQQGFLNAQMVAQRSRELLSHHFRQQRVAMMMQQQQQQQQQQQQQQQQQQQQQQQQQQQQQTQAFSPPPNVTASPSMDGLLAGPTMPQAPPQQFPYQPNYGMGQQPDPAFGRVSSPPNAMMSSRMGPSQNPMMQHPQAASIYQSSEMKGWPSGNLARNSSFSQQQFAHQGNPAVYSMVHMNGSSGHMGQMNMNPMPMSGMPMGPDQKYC
Shn3 3UTR inh – inhibitors of Schnurri-3 3'UTR reporter in osteoblasts; Clone20 osteoblast Shn3 3'UTR firefly luciferase, 24 h; inhibition, % at 12.5 µM; 360,000 tested, 0.52% active;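 active = mean inhibition of at least 75% with every replicate also reaching 75%; inconclusive = mean inhibition at least 75% but some replicate below; inactive = mean inhibition below 75%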;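 note: 0% = median of neutral control wells and 100% = pilot-screen positive control compound; some compounds past the cut are filed as inactive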
TWEAK-Fn14 inh – TWEAK-Fn14 signaling inhibition | AID 1159606 | 360,000 tested, 2% active | TWEAK-stimulated Fn14 reporter cells, luciferase luminescence, 8 h | inhibition, % at 10 µM; in the data active = inhibition above about 50%
KKLEB cytotox – reduces viability of KKLEB cystic fibrosis airway cells; KKLEB CF airway cells viability, ATPlite luminescence, overnight; hits give low values; cells stimulated with P. aeruginosa culture filtrate; AID 602141; activity change (cytotoxicity), % at 5 µM; 360,000 tested, 0.36% active;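 active = corrected activity change at or below -50% at 5 µM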
LRH-1 inv ag – NR5A2 inverse agonism in reporter assay; O00482; HEK293T StAR-luciferase reporter, LRH-1 transfected, 24 h; inhibition, % at 3.6 µM; 360,000 tested, 0.13% active;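 active = inhibition above the mean inhibition of all tested compounds plus 3 SD, cut at about 73% in these data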;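 note: 0% = DMSO wells and 100% = reporter-only cells lacking LRH-1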
Active calls of the source: *; u = inconclusive; x = not tested or not shown. These rows are one share of the data (hit frequency here may not be typical).

Each structure is followed by: C8 TRAIL sens	COUP-TFII inh	SRC1 inh	TROY NFkB inh	CF NFkB block	LMP1 NFkB inh	SRC3 inh	Shn3 3UTR inh	TWEAK-Fn14 inh	KKLEB cytotox	LRH-1 inv ag
CCN1C(=O)[C@@H]2[C@@H](c3ccc(-c4ccc5c(c4)OCO5)c(OC)c3)N3CCCC[C@@]3(C(=O)OC)[C@@H]2C1=O
 : 4	-4	12	1	16	-2	5	33	-3	-10	-16
Cc1cc(C)nc(NC(=NCCc2c[nH]c3ccccc23)NC(=O)Nc2ccc(Cl)cc2)n1
 : -3	9	16	14	12	9	16	44	19	5	8
O=C(NC(=O)N1CCCc2ccccc21)c1ccccc1
 : 5	2	-2	23	-13	1	20	-5	41	6	17
CCc1ccc(N(CC(=O)Nc2nc3ccc(C)cc3s2)S(=O)(=O)c2c(C)noc2C)cc1
 : 3	8	1	-1	6	11	3	2	17	-1	12
O=C(NCc1cccnc1)c1c(F)c(F)c(F)c(F)c1F
 : -19	3	-9	9	1	6	1	14	-5	-3	12
Cc1ccc(C)c(OCCCCN2CCCCC2)c1
 : 17	12	-9	8	6	2	-7	14	5	-21	-19
N#Cc1ccc(C23CC4(C2)[C@H](CN(Cc2ccc(-c5ccccc5)cc2)[C@@H]4c2ccccc2)C3c2ccccc2)cc1 (stereo not given in full)
 : 8	4	0	7	1	4	-16	11	-16	-20	10
CCOc1ccc2oc(C(=O)OCC(=O)NCc3ccc(OC)cc3)c(C)c2c1
 : 2	2	-10	-5	-27	-3	-5	11	5	1	-19
Nc1c(C(=O)NCC2CCCO2)c2nc3ccccc3nc2n1-c1ccccc1 (stereo not given)
 : 3	5	17	-2	19	15	8	22	32	2	31
O=C(NCCCN1CCCC1=O)c1ccccc1NS(=O)(=O)c1ccc(Br)cc1
 : -5	7	6	-8	7	1	10	-12	17	4	4
O=C(O)COc1ccccc1/C=N/NC(=O)CSc1nc2ccccc2s1
 : -4	15	-5	6	3	-2	13	-16	18	3	4
CCCN(C)C1CN(Cc2cn(Cc3cccc(C(F)(F)F)c3)nn2)S(=O)(=O)C1 (stereo not given)
 : -7	-9	x	-5	x	x	x	x	28	x	9
CSC1=NCCN1C(=O)c1ccco1
 : 14	-2	-10	-20	0	3	-1	0	1	5	20
Cc1ccc(N2CC(C(=O)Nc3ccc(S(=O)(=O)Nc4nccs4)cc3)CC2=O)cc1C (stereo not given)
 : -9	-6	-21	12	9	-2	-8	0	-8	1	3
CN(CC(=O)Nc1ccc(N2CCOCC2)cc1)C(=O)CSc1ccc(Br)cc1
 : -2	6	-3	-28	-1	-1	-3	8	15	6	-7
O=CN1CCN(C(=O)c2cccc([N+](=O)[O-])c2)CC1
 : -9	0	18	5	-4	2	6	-13	-6	12	7
Cc1ccc(CSCC(=O)NCCc2ccccc2)cc1
 : -11	-9	-10	-17	18	-1	5	-29	-10	-10	3
O=C(NC1CCCCC1)C(c1ccc(F)cc1)N(Cc1ccco1)C(=O)c1ccccn1 (stereo not given)
 : -2	11	4	40	-14	-3	14	5	-11	3	-9
O=C(Nc1ccc2c(c1)OCO2)c1cc(C2CCCN(C(=O)CCc3ccccc3)C2)on1 (stereo not given)
 : 27	-9	-9	-50	-4	x	-14	-27	-35	5	-75
CC(C)C[C@@H](CN)NC(=O)c1nc[nH]c1C(=O)N[C@@H](Cc1c[nH]c2ccccc12)C(=O)CNC[C@H](C)NC(=O)c1nc[nH]c1C(=O)N[C@@H](C)C(=O)O
 : -10	13	5	-2	3	-1	-21	10	7	-2	9
Cc1cccc(C(=O)Nc2scc(CC(C)C)c2C(=O)O)c1
 : -12	9	-9	10	5	-13	0	12	26	6	20
CC(=O)c1ccc(S(=O)(=O)N2CCN(c3nc4c(C)c(C)ccc4cc3C#N)CC2)cc1
 : 9	-7	19	14	6	5	18	53	22	-14	10
COC(=O)c1cccc(NC(=O)CN2CCc3ccccc3C2)c1
 : 12	2	-15	8	-1	1	-1	13	4	-2	5
CCOC(=O)c1sc(=NC(=O)c2ccco2)n(C)c1C
 : 12	-38	-120	-9	-4	-19	-83	-26	-19	-12	-72
CC1CCCCC1NC(=O)CCCn1c(=S)[nH]c2ccccc2c1=O (stereo not given)
 : 4	-13	4	-1	3	-3	13	6	-2	-1	11
COC(=O)/C(=C\Nc1cccc(Cl)c1C)c1ncc(C(F)(F)F)cc1Cl
 : -16	10	-1	23	45	4	5	-27	-20	-17	-10
O=C(NCC1COc2ccccc2O1)c1cc(S(=O)(=O)N2CCOCC2)ccc1F (stereo not given)
 : 7	-10	-8	4	-3	-8	-3	-5	-4	8	-4
S=C1NC2(CCCCC2)Nc2ccccc21
 : 0	12	2	-11	4	-4	18	-11	-11	-9	15
O=C(COc1ccccc1)N1CCN(c2ccccc2)CC1
 : -3	11	-19	-3	8	2	-3	24	-10	-1	-2
CN1/C(=C\P(=O)(N(C)C)N(C)C)C(C)(C)c2ccccc21
 : -4	46*	4	19	-7	2	12	u	23	-5	26
CC1(C(=O)NC2CCCC2)CCC(=O)N1Cc1ccc2c(c1)OCO2 (stereo not given)
 : -4	5	6	9	0	3	-3	-11	-5	1	6
CCCOc1ccc(N2C(=O)CC(N(CCc3ccc(OC)c(OC)c3)C(=S)Nc3ccccc3)C2=O)cc1 (stereo not given)
 : -21	x	-14	5	-19	-7	14	-10	17	4	-3
CCc1nc(SCC(=O)N2CCc3ccccc32)c2oc3ccccc3c2n1
 : 8	0	0	-16	-8	-6	13	-12	-18	-4	17
COc1ccc(-c2c(C#N)c(SCC(=O)Nc3ccccc3)nc3c2CCCC3)cc1
 : 4	6	-9	10	16	6	19	36	5	6	8
Cc1nc(-c2ccc(F)cc2)c(CC(=O)Nc2ccc(C)c(S(=O)(=O)N3CCOCC3)c2)s1
 : -27	11	-6	2	-11	7	-1	20	-10	7	9
Cc1c(NC(=O)Nc2ccccc2C(F)(F)F)c(=O)n(-c2ccccc2)n1C
 : -8	-8	-3	11	8	-2	-14	-3	8	5	6
Cc1cc(NC(=O)CSc2nc(N)c(NC(=O)c3ccco3)c(=O)[nH]2)no1
 : 3	-6	-15	15	-4	1	-2	5	2	7	10
Cc1cccc(C)c1Nc1nnc(SCC(=O)NC2CCS(=O)(=O)C2)s1 (stereo not given)
 : -4	10	-10	6	-18	1	9	11	8	0	-3
CC1(C)C=Cc2c(ccc3c2OC[C@H](c2ccc(O)cc2O)C3)O1
 : -9	-27	-50	-16	1	-18	-42	-15	10	10	-68
CC1OC(OC2C(CO)OC(OC3C(CO)OC(O)C(O)C3O)C(O)C2O)C(O)C(O)C1N[C@@H]1C=C(CO)[C@@H](O)C(O)[C@H]1O (stereo not given in full)
 : 7	0	13	2	18	17	-24	-7	10	-14	-13
Cc1cc(C)c(S(=O)(=O)N2CCOC2CNC(=O)C(=O)NCCCn2ccnc2)c(C)c1 (stereo not given)
 : 12	10	1	-1	-29	6	12	13	12	18	8
O=c1c2ccccc2nc2c3ccccc3c(NCCO)nn12
 : 0	-29	-13	-39	-95	-6	-22	-9	-18	0	-24
Cn1c(=O)n(C)c2cc(NC(=O)c3ccc(F)cc3)ccc21
 : 31	-28	9	3	18	-1	0	-15	-1	-7	1
CCn1c(COc2ccc(C)cc2)nnc1SCc1nc2ccccc2[nH]1
 : 3	27	-14	16	-2	9	-2	1	4	-4	-8
Cc1sc(-n2c(C)cc(C=O)c2C)c(C(=O)O)c1C
 : -4	9	-3	-6	2	16	7	-13	-23	6	-14
CCCN(CCC)C(=O)Cn1c(=O)n(CCCC(=O)NCc2ccco2)c(=O)c2sccc21
 : 13	5	-2	-4	6	0	9	6	-4	6	2
CC(=O)N1CCc2cc(S(=O)(=O)N3CCc4ccccc43)ccc21
 : 1	20	7	10	10	9	10	55	7	-10	14
COc1ccc(CN2CCN(c3cccc(C)c3C)CC2)cc1OC
 : 7	18	9	10	19	16	17	12	9	-1	-2
COc1ccc(C(=O)Nc2cc(C(=O)O)cc(C(=O)O)c2)cc1Cl
 : 0	-8	2	39	-10	10	12	-2	6	14	7
CCn1c(=O)c(=O)[nH]c2cc(C(=O)N3CCN(Cc4ccc5c(c4)OCO5)CC3)ccc21
 : -8	5	-2	6	0	-7	-4	-2	15	4	10

Later entries.
Each structure is followed by: C8 TRAIL sens	COUP-TFII inh	SRC1 inh	TROY NFkB inh	CF NFkB block	LMP1 NFkB inh	SRC3 inh	Shn3 3UTR inh	TWEAK-Fn14 inh	KKLEB cytotox	LRH-1 inv ag
CC1CCCC(C)N1C(=O)/C=C/c1ccc(S(=O)(=O)N2CCOCC2)cc1 (stereo not given)
 : 8	-6	-10	-16	12	6	5	21	-21	-10	-2
COc1ccc(N(CC(=O)NC(C)(C)C)C(=O)CCC(=O)Nc2nccs2)cc1
 : -6	10	6	-4	8	1	-3	-8	-1	5	2
O=C(NC(NC(=S)Nc1ccccc1C(=O)O)C(Cl)(Cl)Cl)c1ccccc1 (stereo not given)
 : 8	x	0	18	-18	-6	5	-1	8	7	-5
CSc1ccc(CN(C)CC(=O)NCc2ccccc2)cc1
 : 6	20	-22	-4	-14	-4	-1	10	-9	2	4
N#Cc1cccc(CN2CCC(=O)N([C@H](CO)c3ccccc3)CC2)c1
 : -2	-21	-10	1	-22	-4	-22	-15	0	-5	-23
N#Cc1nc(COc2ccc(F)cc2)oc1N1CCC(Cc2ccccc2)CC1
 : 4	8	21	6	-8	12	7	13	-32	22	4
COCc1cc(C)nc(OC)c1C(N)=O
 : 7	2	-6	-11	12	-5	2	-5	6	2	0
CNc1nc(N)c(C(=O)C(C)(C)C)s1
 : 36	-1	-5	-5	-3	1	2	-8	-21	-3	-9
C=CCNc1nc(-c2ccc(Cl)cc2)cs1
 : 23	-34	-166	-120	-11	-21	-89	-53	-1	-2	-173
COc1ccccc1NC(=O)CSC1=NCCN1
 : -3	0	3	8	4	4	22	-21	6	11	7
O=C(CCCOc1ccccc1)Nc1nc2ccccc2[nH]1
 : -22	-8	-62	-21	9	-16	-44	-33	-9	9	-51
O=C(NC(=S)Nc1ccccc1[N+](=O)[O-])c1ccccc1Cl
 : 9	-41	-57	38	9	-12	-34	-5	24	-6	-100
CN1C(=O)c2oc3ccccc3c(=O)c2C1c1ccccn1 (stereo not given)
 : 2	3	-6	-6	-9	-19	6	3	1	8	-4
C/C(Cc1ccccc1)=N\NC(=O)CCCCCC(=O)N/N=C(\C)Cc1ccccc1
 : -8	14	-3	-6	0	0	2	10	10	8	2
COc1cccc(Nc2cc(N3CCOCC3)c3nonc3c2[N+](=O)[O-])c1
 : -4	9	-12	-25	8	-7	-12	-3	-19	-20	6
Nc1nc2ccc(C(=O)NC3CCCCC3)cc2s1
 : 0	-10	-15	-15	-11	-14	-11	-13	-5	1	-21
Cc1cccnc1NC(=O)CSc1nnc(COc2ccc(C(C)C)cc2)n1C
 : -2	14	5	-12	-14	-12	1	12	-1	7	3
CC1(C)C2CCC1(CS(=O)(=O)N1CCN(c3ccc(F)cc3)CC1)C(=O)C2 (stereo not given)
 : 22	-3	8	-7	7	1	-9	3	12	-6	-3

Screening results deposited in PubChem BioAssay by several laboratories.
